Giardia FBPA inh = blocks Giardia fructose-bisphosphate aldolase activity | purified Giardia FBPA | Potency, µM (top dose mostly 59.6 µM), without a hit: top-dose activity, negative = inhibition, most hits filed as inhibitors | 290,000 tested, 0.71% active | AID 2451; note: potency is the fitted concentration of half-maximal effect; nearly all actives have a fitted effect of over 55% in size
Target sequence (A8B2U2 whole entry, looked up): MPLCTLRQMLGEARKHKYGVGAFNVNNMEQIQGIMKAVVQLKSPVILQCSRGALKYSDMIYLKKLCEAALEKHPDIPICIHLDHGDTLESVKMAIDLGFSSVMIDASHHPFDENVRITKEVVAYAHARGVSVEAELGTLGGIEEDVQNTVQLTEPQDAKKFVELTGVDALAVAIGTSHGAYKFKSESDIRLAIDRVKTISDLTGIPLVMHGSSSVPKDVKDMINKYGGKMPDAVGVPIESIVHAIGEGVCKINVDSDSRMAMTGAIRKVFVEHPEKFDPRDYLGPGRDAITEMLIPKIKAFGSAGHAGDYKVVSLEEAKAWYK
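40 nM FBPA preincubated 10 min at RT with compound (up to 57.5 uM final), then substrate plus GAPDH/TPI/NAD/arsenate coupling and diaphorase/resazurin added. Fluorescence read after 20 min at RT, 525/598 nm.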
Sm TGR inh = inhibitors of Schistosoma mansoni thioredoxin glutathione reductase; Potency, µM (titrated, usually from 114 µM), inactives show top-dose activity change, negative = inhibition, most hits filed as inhibitors; AID 485364; 360,000 tested, 3% active; purified TGR, DTNB reduction, TNB absorbance 405 nm; note: potency is the fitted concentration of half-maximal effect; nearly all actives have a fitted effect of over 60% in size
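Kinetic colorimetric format: TGR-catalysed, NADPH-driven DTNB reduction monitored via TNB absorbance. Enzyme dispensed at 20 nM; compound exposure 15 min at room temperature before reaction start.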
HCV inhibitor = blocks hepatitis C virus; Huh7.5.1 HCVcc-Cre infection, luciferase reporter, 44 h; Potency, µM (top dose mostly 41.8 µM), for inactives: top-dose activity change, negative = inhibition, actives largely listed as inhibitors; 340,000 tested, 3.4% active; note: potency is the fitted concentration of half-maximal effect
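Seed cells (1,000/well) for 4 h; treat with compound and infect with HCVcc-Cre, moi about 0.5. Incubate 44 h, then detect luciferase activity.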
HCMV antiviral = human cytomegalovirus inhibition; HFF cells, HCMV-luciferase reporter, 72 h; hits give low values; 410,000 tested, 4.5% active; activity change, negative = inhibition, % at 57.5 µM; AID 1259415; in the data active = activity change below about -60%; inconclusive = no clear call, values can overlap the other calls; inactive = above about -39%
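Two-dose cell screen: HFF monolayers treated with compounds and infected with luciferase-expressing HCMV at 1 PFU/cell, 72 h at 37C, then lysed for luciferase measurement.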
AmpC detergent = AmpC beta-lactamase inhibition with detergent present; P00811; AmpC hydrolysis of nitrocefin, absorbance 480 nm, 0.01% Triton; Potency, µM (top dose mostly 114 µM), for inactives: at the highest dose activity change, negative = inhibition, most hits filed as inhibitors; 370,000 tested, 0.041% active; AID 485294;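 note: potency is the fitted concentration of half-maximal effect; 0% = no-compound wells and -100% = no-enzyme wells; nearly all actives have a fitted effect of over 25% in size; some results filed as inactive show a strong effect at the top dose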
Target sequence (P00811 whole entry, looked up): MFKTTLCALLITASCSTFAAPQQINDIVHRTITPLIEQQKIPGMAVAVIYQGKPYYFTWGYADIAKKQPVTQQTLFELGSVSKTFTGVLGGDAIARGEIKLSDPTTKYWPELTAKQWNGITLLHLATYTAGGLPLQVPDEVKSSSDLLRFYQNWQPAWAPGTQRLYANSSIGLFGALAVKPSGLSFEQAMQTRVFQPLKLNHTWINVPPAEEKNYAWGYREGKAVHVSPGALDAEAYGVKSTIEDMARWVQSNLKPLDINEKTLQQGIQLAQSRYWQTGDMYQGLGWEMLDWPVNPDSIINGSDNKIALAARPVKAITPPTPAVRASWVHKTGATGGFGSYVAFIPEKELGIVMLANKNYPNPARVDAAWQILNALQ
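20 mM phosphate pH 7.0 + 0.01% (detergent screen) or 0.0001% Triton X-100; 5.3 nM AmpC reagent; cpd preinc 15 min RT; nitrocefin (800 uM stock) to start; A480 q20 s × 4 min; Activity was normalised to no-enzyme and no-compound control wells.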
AMA1 RON2 block = AMA1-RON2 (P. falciparum) interaction inhibition; AlphaScreen AMA1-biotinylated RON2 peptide binding; Potency, µM (doses to about 58.2 µM), for the others: top-dose activity change, negative = inhibition, usual class: inhibitors; 360,000 tested, 0.2% active; AID 720542;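 note: potency is the fitted concentration of half-maximal effect; 0% = vehicle wells and -100% = peptide control; nearly all actives have a fitted effect of over 45% in size; some results filed as inactive show a strong effect at the top dose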
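AMA1 (3D7) with his tag at 25 nM final met compounds first, then biotinylated RON2 peptide at 25 nM; detection used donor plus acceptor beads, 10 µg/mL apiece, read by AlphaScreen after 30 min at room temperature.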
Starred values were filed as active, the others as inactive; ? = inconclusive; / = no result given; & = joins results of further samples; [ ] = another dose, or the depositor's remark. Unless noted, calls come from the whole dose curve; as a rule, active = well fitted curve in the direction sought with a large enough effect; inconclusive = small, poorly fitted or top-dose-only effect, or another doubt; inactive = no such curve, though single readings can be large; an effect the other way counts as inactive or inconclusive. Unless noted, % is set by controls: 0 for no effect and ±100 for the full control effect.

Start of the listing, in advance:
1) COc1ccc(NC(=O)c2nc(SCc3ccccc3F)ncc2Cl)cc1
2) CCOc1ccc(-c2nc(Cn3c(=O)cc(C)c4c(C)nn(-c5ccccc5)c43)c(C)o2)cc1

Assay by compound	1	2
Giardia FBPA inh	/	/
Sm TGR inh	1.0%	-6.0%
HCV inhibitor	/	/
HCMV antiviral	14.5	47.1
AmpC detergent	20.9%	0.5%
AMA1 RON2 block	/	/

All compounds of this part, from the first entry:
1) COc1ccc(NC(=O)c2nc(SCc3ccccc3F)ncc2Cl)cc1
2) CCOc1ccc(-c2nc(Cn3c(=O)cc(C)c4c(C)nn(-c5ccccc5)c43)c(C)o2)cc1
3) CC1(C)OC(=O)C(=NNc2ccc(C(=O)O)cc2)C(=O)O1
4) COc1ccc(N2CC(O)=C(c3nc(-c4ccc(F)cc4)cs3)C2=N)cc1Cl
5) O=C(CSc1ncnc2sccc12)Nc1ccc(S(=O)(=O)N2CCOCC2)cc1
6) O=C1C2(c3ccccc3)CN(CCCO)CC1(c1ccccc1)CN(CCCO)C2
7) CN(C)CC#CCC(O)(c1ccccc1)C1CCCC1 (configuration not stated)
8) COc1ccc(S(=O)(=O)Nc2c(NC3CCCCC3)c3ccccc3oc2=O)cc1OC
9) O=C(NCCNCCO)c1c(O)c2cccc3c2n(c1=O)CCC3
10) COc1cccc(OCc2nc3c4cnn(-c5ccccc5)c4ncn3n2)c1

Assay by compound	1	2	3	4	5	6	7	8	9	10
Giardia FBPA inh	/	/	-3.6%	0.1%	/	4.9%	2.6%	/	-14.8%	0.3%
Sm TGR inh	1.0%	-6.0%	-2.5%	6.4%	0.8%	0.3%	8.4%	-4.9%	2.3%	1.3%
HCV inhibitor	/	/	23.9%	?	7.9%	0.6%	?	-7.4%	?	?
HCMV antiviral	14.5	47.1	-90.0*	2.5	-27.2	-6.0	14.8	?	-33.2	7.0
AmpC detergent	20.9%	0.5%	-5.8%	3.7%	?	?	-12.2%	-3.9%	-1.7%	-11.6%
AMA1 RON2 block	/	/	7.2%	-8.8%	-8.2%	0.6%	-7.5%	0.6%	5.6%	-0.5%

11) O=C1CCCCN1CCCC(=O)N1CCCC(Nc2ccccc2)C1 (configuration not stated)
12) CCCCOc1ccc(N2C(=O)CC(NCc3ccncc3)C2=O)cc1 (configuration not stated)
13) CCNc1ccc(C(=O)OCC(=O)NCCN2C(=O)CSC2=O)cc1[N+](=O)[O-]
14) COC(=O)N/N=C(\C)c1ccc(C)c([N+](=O)[O-])c1
15) O=S1(=O)C=C(SCc2cccc(Cl)c2)Nc2ccccc21
16) CCOC(=O)c1cc(C(=O)OCC)cc(-n2c(C)cc(C(=O)CN3CCOCC3)c2C)c1
17) COc1ccc(NC(=S)NC(=O)CC(C)C)c(OC)c1
18) NC(=O)c1ccccc1NS(=O)(=O)c1ccc(S(=O)(=O)N2CCCC2)cc1
19) CCCCOc1ccc(CNC(=O)Cn2ncn3c(cc4cc(F)ccc43)c2=O)cc1
20) COc1ccc(CCNC(=O)CSc2cc(=O)[nH]c(N)n2)cc1OC

Assay by compound	11	12	13	14	15	16	17	18	19	20
Giardia FBPA inh	2.9%	-0.7%	-0.2%	-0.6%	2.8%	-3.2%	-0.1%	/	/	-10.5%
Sm TGR inh	-3.4%	-10.0%	7.3%	-1.7%	-17.7%	?	39.8µM*	-21.5%	?	6.5%
HCV inhibitor	3.2%	8.3%	5.8%	0.5%	-20.8%	?	?	0.7%	/	17.3%
HCMV antiviral	4.0	15.2	42.1	30.4	-32.8	?	-24.6	71.4	8.7	4.7
AmpC detergent	?	4.4%	-1.4%	?	-4.5%	?	?	5.6%	15.7%	-12.1%
AMA1 RON2 block	-16.7%	-7.8%	0.0%	-1.9%	7.3%	-10.8%	4.8%	13.0%	/	-4.5%

21) CCOc1ccc(CCNC(=O)C2CCCN(c3ncnc4c3nc3n4CCCCC3)C2)cc1 (configuration not stated)
22) O=C(COC(=O)Cc1ccccc1)NCCNC(=O)COC(=O)Cc1ccccc1
23) CC(C)C1=C2OC(N)=C(C#N)C(C#N)=C2C(C)CC1 (configuration not stated)
24) COc1ccccc1/C=N/OCc1ccc(C#N)cc1
25) Cc1ccc(CNC(=O)C(NS(=O)(=O)c2ccc3nc(C)sc3c2)C(C)C)cc1 (configuration not stated)
26) COc1ccc(-c2nc(Cn3c(SCc4ccccc4F)nc4ccncc43)c(C)o2)cc1OC
27) CCCCc1ccc(NC(=O)Cn2nnc3sc4c(c3c2=O)CCC(C)C4)cc1 (configuration not stated)
28) CCOc1cc(-c2nc(-c3ccc(-c4ccc(OC)cc4)nc3OC)no2)cc(OCC)c1OCC
29) O=C(Nn1c(-c2ccc(F)cc2)nc2ccccc2c1=O)C1CCCCC1
30) CCSc1nsc(NC(=O)Nc2cccc(C(C)=O)c2)n1

Assay by compound	21	22	23	24	25	26	27	28	29	30
Giardia FBPA inh	-1.4%	/	-25.4%	5.0%	1.6%	/	/	/	1.3%	-25.2%
Sm TGR inh	-9.3%	-2.1%	-28.5%	-1.2%	5.4%	-0.6%	10.2%	11.1%	-5.1%	1.5%
HCV inhibitor	?	32.2%[activator]	-19.4%	17.8%	-11.7%	/	/	/	-9.2%	11.2µM*
HCMV antiviral	26.1	-14.7	0.1	1.0	36.4	17.4	18.1	-5.5	28.2	-74.9*
AmpC detergent	0.6%	?	-2.1%	-7.1%	?	19.6%	0.2%	18.8%	-2.0%	?
AMA1 RON2 block	-4.7%	5.2%	24.4%	47.1%[activator]	-8.7%	/	/	/	1.7%	-0.9%

31) Cc1ccc2nc(-c3ccccc3O)c(Nc3ccc4c(c3)OCCO4)n2c1
32) Cc1cc(C)cc(OCC(=O)NC(Cc2c[nH]c3ccccc23)C(=O)O)c1 (configuration not stated)
33) CC(=O)Nc1c(C(=O)N2CCCCCC2)cnn1-c1ccccc1Cl
34) COC(=O)CNC(=O)Cn1nc(C)c([N+](=O)[O-])c1C
35) CN(C)c1cc[n+](Cc2c(Cl)cccc2Cl)cc1
36) COc1cc(C2/C(=C(\O)c3ccc4c(c3)OCCO4)C(=O)C(=O)N2CCN2CCOCC2)cc(OC)c1OC (configuration not stated)
37) O=C(CN1CCN(c2ncc(C(F)(F)F)cc2Cl)CC1)N1CCN(c2ncc(C(F)(F)F)cc2Cl)CC1
38) Cc1cc(C)nc(SCCC(=O)Nc2ccc(F)cc2)n1
39) Cc1cc(NC(=O)CCC(=O)NNC(=O)c2ccc(C(C)(C)C)cc2)no1
40) O=C(C1CCCO1)N1N=C(c2ccc(Br)cc2)CC1c1ccco1 (configuration not stated)

Assay by compound	31	32	33	34	35	36	37	38	39	40
Giardia FBPA inh	9.1%	/	7.0%	2.2%	1.2%	7.1%	-9.4%	2.2%	2.9%	6.1%
Sm TGR inh	-10.0%	0.7%	-13.3%	15.0%	-0.9%	12.0%	9.3%	0.5%	-1.3%	-24.1%
HCV inhibitor	-0.3%	/	-0.8%	7.4%	?	16.5%	?	32.1%[activator]	-6.7%	6.8%
HCMV antiviral	?	4.8	-8.6	-13.8	-87.4*	34.6	?	?	-74.8*	-3.3
AmpC detergent	?	2.0%	-1.5%	2.9%	-11.1%	-3.4%	-7.8%	0.9%	-2.8%	-1.5%
AMA1 RON2 block	49.5%[activator]	/	-10.8%	10.0%	2.5%	-7.0%	34.3%[activator]	-25.0%	32.3%[activator]	1.7%

41) CC(C)CC(=O)NNC(=O)c1ccc(Cl)cc1
42) COc1ccc(/C=N/Nc2ncc(C(F)(F)F)cc2Cl)c(OC)c1OC
43) Clc1ccc(C2[C@H]3CN(Cc4ccc(-c5ccccc5)cc4)[C@H](c4ccccc4)C34CC2(c2cccnc2)C4)cn1 (some centres not stated)
44) COC(=O)C1=C(C)N(Cc2ccco2)C(=O)N[C@H]1c1ccc(Br)cc1
45) CCCCC(O)(CCCC)C(=O)NN(C(=O)CCl)c1ccccc1
46) CCN(c1ccccc1)S(=O)(=O)c1ccc(Cl)c(NC(=O)COC(=O)C2CC2C)c1 (configuration not stated)
47) CC(=O)N1CCOc2cc(S(=O)(=O)N3CCN(c4ccccc4)CC3)c(Cl)cc21
48) CCOC(=O)COc1cccc2c(=O)n(CC(=O)NCCc3ccccc3)ccc12
49) COc1cc2c(C(=O)N3CCN(c4ccc(F)cc4)CC3)cn(CC(C)C)c(=O)c2cc1OC
50) O=C(Cn1c(=O)oc2cc(S(=O)(=O)N3CCCC3)ccc21)Nc1ccc(F)cc1F
51) O=C(COc1ccc(F)cc1)Nc1nnc(C2CCCCC2)s1
52) O=C(c1ccc(CSc2nc3ccncc3n2Cc2ccccc2)cc1)N1CCCCCC1
53) CC(NC(=O)CCC(=O)NC(C)C1COc2ccccc2O1)C1COc2ccccc2O1 (configuration not stated)

Assay by compound	41	42	43	44	45	46	47	48	49	50	51	52	53
Giardia FBPA inh	3.1%	-14.3%	-0.2%&5.8%	0.0%&0.3%	0.4%	-4.7%	6.9%	2.4%	/	/	/	/	3.1%
Sm TGR inh	4.7%	0.6%	?	35.5µM*	8.91µM*	-3.5%	2.2%	0.2%	-5.9%	5.3%	-7.1%	-8.9%	11.4%
HCV inhibitor	14.5%	2.0%	/	0.8%[8.37 µM]	?	-26.7%	15.7%	1.4%	/	/	1.6%	/	?
HCMV antiviral	?	9.3	/	/	-94.6*	?	4.1	6.8	-4.9	-8.7	-33.8	14.2	/
AmpC detergent	1.2%	-0.9%	-2.4%	?	1.0%	-5.6%	-10.8%	-3.9%	2.6%	20.9%	?	-2.0%	0.3%
AMA1 RON2 block	13.9%	20.3%[11.6 µM]	/	/	-0.1%[2.32 µM]	-0.1%	-15.8%	6.9%	/	/	-11.8%	/	-0.8%

Single records (already shown):
Results for O=C(c1ccc(CSc2nc3ccncc3n2Cc2ccccc2)cc1)N1CCCCCC1 : Giardia FBPA inh: /; Sm TGR inh: -8.9%; HCV inhibitor: /; HCMV antiviral: 14.2; AmpC detergent: -2.0%; AMA1 RON2 block: /
Results for COc1cc2c(C(=O)N3CCN(c4ccc(F)cc4)CC3)cn(CC(C)C)c(=O)c2cc1OC : Giardia FBPA inh: /; Sm TGR inh: -5.9%; HCV inhibitor: /; HCMV antiviral: -4.9; AmpC detergent: 2.6%; AMA1 RON2 block: /
